uPA surface inh – inhibitors of cell surface uPA generation; cell surface uPA generation assay, qHTS; Potency, µM (top dose mostly 38.3 µM), inactives show at the top dose activity change, negative = inhibition, usual class: inhibitors; 0.31% of 330,000 active; AID 540303; active means well fitted inhibition curve with a large enough effect; inconclusive means small, poorly fitted or top-dose-only effect; inactive means no such curve, though single readings can be large or run the other way; tested in mouse RAW 264.7 cells; further: potency means the concentration at half of the fitted maximal effect; nearly all actives have a fitted effect of over 55% in size
USP2a inh – USP2a (human) protease inhibition; O75604; USP2 core, Ub-CHOP2 coupled fluorogenic reporter, 485/531; Potency, µM (doses to about 38.3 µM), for the others: at the highest dose activity change, negative = inhibition, hits mostly inhibitors; 0.01% of 330,000 active;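 further: potency means the concentration at half of the fitted maximal effect; plate controls were DMSO wells for no effect and full inhibition by NEM control for full effect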
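Deubiquitinase activity read as fluorescence (485/531 nm) after Ub-CHOP2 cleavage activates the enterokinase reporter on its substrate; USP2 core 10nM, Ub-CHOP2 and substrate 25nM each, 30min compound preincubation then 60min RT; data normalized to NEM, curves fitted.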
KCNH2 3.1 block – blocks the human KCNH2 3.1 channel isoform; U2OS KCNH2 3.1, thallium flux FluxOr; stronger effect = lower value; activity change, % (tested at about 1.8 µM); 0.95% of 340,000 active;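 active means maximum activity change below -70%; inconclusive means maximum activity change from -70% to -50%; inactive means maximum activity change above -50%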;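 further: thallium influx rate constant from kinetic fluorescence after stimulation buffer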
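We transduce U2OS cells with the mutant 3.1 virus, culture them overnight, load FluxOr with Red40 quencher for 45 min, then add stimulation buffer and read kinetically for 2 min to derive a normalized rate constant.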
Coupling enz – coupling enzyme interference in Giardia aldolase counter-screen; coupling enzyme system counterscreen, AmpLite Red fluorescence; activity change, negative = inhibition, % at 58.2 µM, hits read low; 0.67% of 290,000 active; in the data active means activity change below about -30%
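Compounds tested against the coupling enzymes alone at 57.5 uM final; readout was AmpLite Red fluorescence (525/598 nm) after 20 min at RT.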
PKM2 act – PKM2 (human) enzyme activation; 0.34% of 260,000 active; purified PKM2, Kinase-Glo ATP luminescence, activation; response scale: 0% is enzyme alone, no compound; Potency, µM (series often up to 57.5 µM), for the others: top-dose activation, usual class: activators; further: potency means the concentration at half of the fitted maximal effect; nearly all actives have a fitted effect of over 55% in size
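hPK-M2, >95% pure; 0.1 mM ADP / 0.5 mM PEP final; imidazole pH7.2 buffer w/ 7 mM MgCl2, 50 mM KCl; 1 h RT; Kinase-Glo lum. Intermediate enzyme activity for dual inhibitor/activator qHTS.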
Eya2 inh – inhibitors of human Eya2 phosphatase activity; Potency, µM (highest dose often 76.9 µM), without a hit: at the top dose activity, negative = inhibition, actives largely listed as inhibitors; recombinant Eya2, OMFP fluorescence dephosphorylation (OMFP is methylfluorescein phosphate); AID 488837; 0.006% of 330,000 active; further: potency means the concentration at half of the fitted maximal effect
Target sequence (O00167 whole entry, looked up): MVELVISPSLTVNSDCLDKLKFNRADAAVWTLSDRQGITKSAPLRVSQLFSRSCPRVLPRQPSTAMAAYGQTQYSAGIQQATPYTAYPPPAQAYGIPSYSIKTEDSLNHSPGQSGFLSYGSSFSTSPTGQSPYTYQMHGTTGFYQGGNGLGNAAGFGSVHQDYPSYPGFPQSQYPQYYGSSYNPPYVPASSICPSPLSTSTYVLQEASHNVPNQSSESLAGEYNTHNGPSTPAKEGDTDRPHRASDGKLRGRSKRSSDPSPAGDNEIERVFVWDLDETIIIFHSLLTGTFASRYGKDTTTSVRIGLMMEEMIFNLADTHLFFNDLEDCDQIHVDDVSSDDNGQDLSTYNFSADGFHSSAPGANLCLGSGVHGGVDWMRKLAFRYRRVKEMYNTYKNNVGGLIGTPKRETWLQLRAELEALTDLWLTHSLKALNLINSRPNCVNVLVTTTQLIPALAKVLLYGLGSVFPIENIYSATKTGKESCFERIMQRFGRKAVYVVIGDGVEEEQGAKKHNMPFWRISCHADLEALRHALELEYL
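Eya2 protein (added as 0.2 uM solution) was preincubated with compound for 10 min at ambient temperature in 50 mM HEPES pH 7.5, 50 mM NaCl, 5 uM MgCl2, 0.05% BSA, 1 mM DTT. OMFP (added at 50 uM) then reacted 10 min; fluorescence read at 485/525 nm.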
B2AR arrestin – recruits beta-arrestin to the human beta2-adrenergic receptor. P07550. beta-arrestin recruitment to beta2AR, cell-based reporter. Potency, µM (series often up to 46.1 µM), for the others: at the top dose activation, hits mostly activators. 0.02% of 330,000 active;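 further: potency means the concentration at half of the fitted maximal effect; 0% = DMSO controls and full agonism = EC100 isoproterenol or metaproterenol; nearly all actives have a fitted effect of over 65% in size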
GALK inh – blocks human galactokinase activity; P51570; Purified GALK, Kinase-Glo residual ATP luminescence; Potency, µM (doses to about 57.5 µM), inactives show top-dose activity change, negative = inhibition, actives largely listed as inhibitors; 0.007% of 270,000 active; further: potency means the concentration at half of the fitted maximal effect
Target sequence (P51570 whole entry, looked up): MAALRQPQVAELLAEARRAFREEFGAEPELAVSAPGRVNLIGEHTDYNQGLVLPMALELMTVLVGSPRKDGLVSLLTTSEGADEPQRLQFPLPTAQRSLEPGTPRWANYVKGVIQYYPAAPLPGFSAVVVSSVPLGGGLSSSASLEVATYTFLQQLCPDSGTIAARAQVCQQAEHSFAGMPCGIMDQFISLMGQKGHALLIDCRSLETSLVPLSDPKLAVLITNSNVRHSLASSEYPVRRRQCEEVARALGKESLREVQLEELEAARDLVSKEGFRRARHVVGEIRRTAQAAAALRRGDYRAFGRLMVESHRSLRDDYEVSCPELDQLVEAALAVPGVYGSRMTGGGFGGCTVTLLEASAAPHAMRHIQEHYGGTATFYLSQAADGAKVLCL
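Luminescence from leftover ATP (Ultra-Glo luciferase/luciferin) served as read-out after a 1 h room-temperature reaction of 5 nM GALK with 35 uM ATP and 100 uM galactose.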
Giardia killer – kills Giardia lamblia. Giardia lamblia trophozoite viability. activity change, % at 7.66 µM, hits read low. 0.15% of 340,000 active. AID 540267; in the data active means activity change below about -80%; inconclusive means between about -30% and that limit;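 further: parasites exposed to compound for two days anaerobically before the ATP read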
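Compounds were tested on trophozoites seeded at 100 cells/well and held 48 hrs at 37 deg C anaerobically. An ATP-based luminescent kit measured the remaining live cells.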
Chronic BCR inh – chronic active BCR signaling inhibition. 0.05% of 340,000 active. Potency, µM (top dose mostly 46.1 µM), for inactives: top-dose ratio change, negative = lower green/red ratio, hits mostly inhibitors. AID 493014. ABC-DLBCL IkBa-CBG/CBR reporter, luminescence ratio, 4 h; active means well fitted inhibition curve with a large enough effect in the signal ratio, with a control signal flat, not every such curve was filed as active; inconclusive means small, poorly fitted or top-dose-only effect, or effect the other way, or a change in a side signal; the % refers to the signal ratio;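 further: potency means the concentration at half of the fitted maximal effect; plate controls were basal doxycycline-induced cells for no effect and cells given 10 µM MG132 for full effect; MG132 reads +100%, hits lower the ratio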
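Concentration-response series (up to 46 uM) were applied to TMD8 dual-reporter cells for 4 h at 37C with doxycycline. Green/red ratio, after filter-overlap correction, defined %Activity; red signal alone was normalised to basal cells and zero luminescence.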
hERG WT inh – blocks the wildtype human KCNH2 potassium channel. Q12809. U2OS, BacMam KCNH2, thallium flux FluxOr; stronger effect = lower value. activity change, % at 1.84 µM. 0.37% of 340,000 active. AID 720551;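 active means maximum activity change below -70%; inconclusive means maximum activity change between -70% and -50%; inactive means maximum activity change above -50%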
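U2OS cells transduced with wild-type KCNH2 virus are loaded with FluxOr dye for 45 min, and thallium flux is measured in kinetic reads before and after stimulation buffer. Rate constants are normalized to DMSO controls.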
* = called active by the depositor; ? = inconclusive; / = no result given; [ ] = another dose, or the depositor's remark. Unless noted, the call rests on the fitted dose curve; in most records, active means well fitted curve in the direction sought with a large enough effect; inconclusive means small, poorly fitted or top-dose-only effect, or another doubt; inactive means no such curve, though single readings can be large; an effect the other way counts as inactive or inconclusive. Unless noted, on the % scale 0 is the no-effect control and ±100 the full control effect.

SMILES | uPA surface inh | USP2a inh | KCNH2 3.1 block | Coupling enz | PKM2 act | Eya2 inh | B2AR arrestin | GALK inh | Giardia killer | Chronic BCR inh | hERG WT inh
Cc1ccc(CNC(=O)C(=O)NCCC2CCCCN2S(=O)(=O)c2cccs2)cc1 (stereo not given) | -3.3% | 0.5% | -5.7 | / | / | 0.3% | 0.2% | / | 3.0 | 0.0% | 18.3
O=C1CC[C@@]23CCCN2C(=O)CCCC3C1 (stereo not given in full) | 0.2% | -0.3% | 5.4 | -0.3 | / | 7.2% | 0.3% | / | 7.0 | -1.3% | 2.1
N#Cc1cccnc1Nc1cccc(Cl)c1 | -2.8% | 1.5% | 20.5 | -0.2 | -3.6% | 2.4% | 0.1% | 1.4% | -2.3 | ? | -3.5
CN(C)S(=O)(=O)c1ccc(N2CCCC2)c(C(=O)Nc2ccc(N3CCOCC3)cc2)c1 | 2.0% | 6.4% | 19.6 | 0.9 | -4.8% | -16.6% | -0.1% | 1.5% | 15.3 | -2.4% | 3.7
FC(F)(F)c1cc(-c2ccc(Cl)cc2)nc(NCc2cccnc2)n1 | -14.6% | 4.4% | -29.3 | 0.4 | 10.0% | 13.6% | -0.1% | -0.9% | -22.0 | 9.1% | -5.7
COc1cc(NS(=O)(=O)c2ccc(NC(=O)COc3ccccc3C)cc2)nc(OC)n1 | 1.6% | 2.7% | -1.9 | 8.8 | 0.0% | 30.6% | -0.2% | 1.1% | 6.1 | 8.7% | -3.3
CCOc1ccccc1NC(=O)C(c1ccccc1)N1CCN(C(=O)c2ccco2)CC1 (stereo not given) | 18.4% | -0.6% | -28.7 | / | / | -10.4% | 0.0% | / | -5.7 | -6.2% | 3.9
Cc1ccc(OCC(=O)NCc2cccnc2)cc1 | -0.9% | -1.3% | -2.0 | 0.7 | 1.2% | -2.1% | 0.5% | 1.9% | -1.1 | 8.6% | -2.8
O=C(Nc1ccc2oc(-c3cccnc3)nc2c1)c1ccco1 | 1.9% | -0.8% | 0.9 | / | -7.0% | -0.5% | 0.0% | 2.0% | -1.0 | 4.4% | -8.1
O=C(NCCCn1ccnc1)C(=O)NCC1OCCN1S(=O)(=O)c1ccc(Cl)cc1 (stereo not given) | 16.4% | -0.6% | 3.9 | -0.1 | 6.4% | 2.2% | -1.3% | / | ? | 5.4% | 6.8
C[C@@H]1CC=C[C@H]2[C@H]1C(=O)N(Cc1ccccc1)[C@H]2c1ccc2ccccc2c1Br | -14.6% | -0.6% | -27.7 | -4.5 | -1.3% | 1.0% | -1.0% | -1.1% | -6.1 | ? | -4.9
COCc1cc(C)nc(NC2CC(C)(C)NC(C)(C)C2)c1C#N | -2.5% | -2.5% | -1.6 | 0.8 | / | 5.6% | 0.2% | 1.4% | -9.2 | 3.1% | -5.4

Part of the list above, with two lines to a compound:
Fields – uPA surface inh, USP2a inh, KCNH2 3.1 block, Coupling enz, PKM2 act, Eya2 inh, B2AR arrestin, GALK inh, Giardia killer, Chronic BCR inh, hERG WT inh
C[C@@H]1CC=C[C@H]2[C@H]1C(=O)N(Cc1ccccc1)[C@H]2c1ccc2ccccc2c1Br
  -14.6%, -0.6%, -27.7, -4.5, -1.3%, 1.0%, -1.0%, -1.1%, -6.1, ?, -4.9
COCc1cc(C)nc(NC2CC(C)(C)NC(C)(C)C2)c1C#N
  -2.5%, -2.5%, -1.6, 0.8, /, 5.6%, 0.2%, 1.4%, -9.2, 3.1%, -5.4

Going on with the list:
SMILES | uPA surface inh | USP2a inh | KCNH2 3.1 block | Coupling enz | PKM2 act | Eya2 inh | B2AR arrestin | GALK inh | Giardia killer | Chronic BCR inh | hERG WT inh
COc1cccc(C2C([N+](=O)[O-])=C(N)Oc3cc(C)oc(=O)c32)c1 (stereo not given) | 1.3% | -0.3% | -20.6 | 0.9 | 6.7% | -1.5% | 0.1% | -0.7% | -4.3 | -4.3% | -6.0
CCCCn1c(SCC(=O)N2CCC(C(=O)OCC)CC2)nc2cc(S(N)(=O)=O)ccc21 | 0.5% | 2.0% | -19.0 | 1.9 | 3.9% | 3.9% | -0.6% | 0.6% | -19.4 | -5.0% | 11.4
CCCC1(C(=O)OCC)NC(c2ccc(OC)cc2OC)C2C(=O)N(c3ccc4c(c3)OCCO4)C(=O)C21 (stereo not given) | 1.2% | -4.4% | 18.1 | -0.3 | 7.4% | -10.3% | 13.5% | -3.0% | -28.8 | -12.7% | 7.1
Cn1ccnc1SC(=O)N1c2ccccc2Sc2ccccc21 | -1.4% | -0.7% | -7.1 | 2.7 | -1.8% | 7.9% | -0.1% | 1.2% | -9.5 | ? | 2.7
CCOc1ccc(NC(=O)COc2ccc(C(=O)NCCc3ccccc3)cc2)cc1 | 1.2% | 2.5% | 2.0 | 6.8 | -1.7% | -13.2% | -0.5% | 1.4% | 11.1 | 0.7% | -0.8
O=C(O)c1cccc(N/N=C/c2sc(N3CCOCC3)nc2-c2ccccc2)c1 | -8.1% | 0.7% | -14.2 | 4.3 | 2.3% | -4.5% | -0.4% | -3.5% | -13.7 | ? | 2.7
CCOC(=O)c1ccc(Cn2cnc3ccccc3c2=O)cc1 | 3.0% | 0.5% | 3.9 | -0.4 | -0.6% | 2.0% | -0.5% | 0.0% | -15.9 | -11.3% | -6.9
Cc1ccc(Nc2nc(C)cs2)cc1 | -8.4% | -1.0% | / | -0.1 | 11.7% | -6.9% | 6.4% | 1.1% | -21.6 | ? | -3.0
O=C(CN1C(=O)/C(=C\c2ccc(C(F)(F)F)cc2)Sc2ccccc21)NCc1ccco1 | -0.8% | -0.4% | -36.4 | 1.0 | 1.1% | -0.7% | -1.5% | 0.7% | 11.1 | ? | -4.5
CC1(C)CC(=O)C2=C(C1)Nc1[nH]n(-c3ccccc3)c(=O)c1C2c1ccc2c(c1)OCO2 (stereo not given) | -1.4% | 0.1% | -4.9 | 2.9 | 4.0% | -1.0% | 3.3% | 0.0% | 4.9 | -1.2% | 17.7
CO/N=C/NC(=O)c1c(OC)ccnc1Oc1ccc(F)cc1 | -6.1% | -1.9% | -8.4 | 1.4 | 6.3% | 3.4% | -1.9% | -0.1% | -3.4 | -0.7% | 12.0
CC(C)Oc1cccc(C(=O)C2CCCN(Cc3cnc(N4CCOCC4)s3)C2)c1 (stereo not given) | 2.2% | 12.9% | 11.4 | -0.6 | -0.5% | -8.3% | -0.2% | -1.1% | 8.3 | -8.7% | 23.6
CSc1ccc(CN2C(=O)NC3(CCCCCCC3)C2=O)cc1 | -1.2% | -0.6% | 4.2 | -0.4 | 3.4% | -2.2% | 0.0% | -2.1% | 11.2 | ? | /
COc1ccc(Br)cc1/C=N/NC(=O)CNC(=O)C1COc2ccccc2O1 (stereo not given) | 2.5% | 0.5% | 4.6 | -40.7* | -1.9%[0.46 µM] | -16.2% | -0.2% | -0.8% | 18.1 | 1.1% | 6.9
Cc1cccc(C(=O)NCCNC(=O)c2ccco2)c1 | -2.3% | 0.5% | -19.8 | 2.7 | / | 8.3% | 0.3% | 0.1% | 7.3 | -1.9% | 6.4
NS(=O)(=O)c1ccc(CCNC(=S)Nc2ccc(S(N)(=O)=O)cc2)cc1 | 3.7% | -0.7% | -5.7 | -6.9 | 7.0% | -7.3% | -0.5% | 2.6% | -4.0 | 5.7% | 2.6
Cc1nc2cc(-c3cccc(F)c3)nn2c(N2CCN(C(=O)c3ccco3)CC2)c1C | 10.6% | 3.7% | -16.8 | 0.1 | 5.2% | 9.9% | 0.0% | 0.7% | 15.2 | ? | 6.5
Cc1ccccc1C(=O)N1CCC(C(=O)O)CC1 | / | 5.2% | -10.5 | 2.5 | 0.0% | -16.2% | 0.1% | -1.1% | 0.0 | -13.0% | -18.0
CCCc1nc2ccc(NC(C)=O)cc2c(=O)n1Cc1cccc(Cl)c1 | -2.4% | 0.8% | 23.4 | -1.3 | -0.8% | -0.5% | 0.6% | 0.1% | 16.7 | -1.0% | 9.3
S=C(NCc1ccco1)Nc1cc(-c2ccccc2)[nH]n1 | 4.2% | 0.1% | 16.5 | 4.2 | -1.5% | 9.1% | -0.2% | -2.6% | -3.9 | ? | -1.6
COC(=O)C(C(=O)OC)c1ccc(-n2cccc2)cc1 | 2.4% | -0.9% | 4.9 | 1.9 | -2.3% | 0.0% | 0.2% | 1.9% | 9.3 | ? | 8.6
CN(CCCC[C@H](CNCc1ccc(-c2ccccc2)cc1)N1C[C@H](c2ccccc2)N(CCc2ccc(Cl)c(Cl)c2)C(=O)C1=O)Cc1ccc(-c2ccccc2)cc1 | / | -13.3% | / | -0.3 | -2.5% | -8.0% | -1.0% | 0.4% | / | ? | /
CCOC(=O)N1CC=C2C(C#N)=C(N)C(C#N)(C#N)[C@H](c3ccccc3OCC)[C@H]2C1 | -17.1% | 4.9% | 13.1 | 2.3 | 1.0% | 15.4% | -0.1% | -4.2% | -7.2 | -2.1% | 13.2
Cc1cc(C)c(NC(=O)COC(=O)C2CCCCC2)c(C)c1 | -2.8% | 1.1% | 11.2 | / | / | -19.3% | 0.0% | / | 15.5 | -0.2% | 5.6
C/C(=N\NC(=O)c1c(Cl)cnn1C)c1cccnc1 | -18.2% | -0.2% | 0.6 | 3.2 | -3.8% | 21.9% | 0.2% | 6.0% | 1.6 | ? | 2.1

Compound activity: PubChem BioAssay, National Center for Advancing Translational Sciences (NCATS)
